NPY-Y2 antag: antagonists of human neuropeptide Y receptor Y2. P49146. NPY-Y2 expressing cells, antagonist mode. inhibition, % at 2.7 µM. actives 0.99% (n = 140,000); in the data active means inhibition above about 17%;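 further: 0% = vehicle with agonist challenge and 100% = reference antagonist with challenge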
Target sequence (P49146 whole entry, looked up): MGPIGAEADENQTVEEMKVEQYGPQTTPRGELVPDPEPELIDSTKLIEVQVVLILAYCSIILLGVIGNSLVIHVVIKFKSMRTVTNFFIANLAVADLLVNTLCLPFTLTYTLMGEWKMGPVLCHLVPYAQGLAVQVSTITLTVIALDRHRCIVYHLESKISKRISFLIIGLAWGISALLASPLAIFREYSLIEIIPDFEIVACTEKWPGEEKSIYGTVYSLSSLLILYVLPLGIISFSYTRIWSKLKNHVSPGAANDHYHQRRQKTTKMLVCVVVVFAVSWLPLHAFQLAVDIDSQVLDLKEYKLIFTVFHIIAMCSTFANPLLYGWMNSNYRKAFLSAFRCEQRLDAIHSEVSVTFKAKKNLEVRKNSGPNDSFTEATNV
HCT116 bCat-KO: beta-catenin-lacking colon tumor cell growth suppression; actives 1.5% (n = 140,000); AID 818; HCT116 beta-catenin knockout viability, CellTiter-Glo, 60 h; active compounds read low; viability, % at 10 µM;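 active means viability at or under a set limit, the compound median less 4 SD, cut at about 6% in these data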;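 further: 0% = Hyamine 1622 control at 20 µM and 100% = untreated cell control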
PTEN del growth: growth suppressors of cells with PTEN tumor suppressor deletion. HCT116 PTEN-null viability, CellTiter-Glo, 60 h; active compounds read low. viability, % at 10 µM. actives 1.2% (n = 140,000). AID 827;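 active means viability at or below a set limit, 4 SD under the median of all tested compounds, cut at about 3.7% in these data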;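 further: PTEN knockout HCT116 line with beta catenin targeted HCT116 as companion control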
Measles CPE: protection of cells from measles virus; Measles virus-infected cells, CPE protection, absorbance; protection (pct of control), % at 4 µM; actives 1.5% (n = 140,000); in the data active means protection mostly above about 24%, no sharp cut-off; inactive means mostly below about 26%; further: some compounds called inactive have numbers as strong as hits
E-sel TNF inh: TNF alpha driven E-selectin expression inhibition. HUVEC TNFa-induced E-selectin immunofluorescence, high content. inhibition, % at 2 µM. actives 0.71% (n = 120,000). AID 1246;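 active means inhibition above the batch mean plus 3 SD, and confirmed as a hit on visual image review, cut at about 43% in these data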;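 further: 0% = TNF-stimulated DMSO wells and 100% = unstimulated control wells; not every result past the cut was called active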
Yeast growth inh: chemicals that inhibit yeast BB579 growth in restrictive medium (lifespan-shortening candidates) | actives 0.51% (n = 140,000) | S. cerevisiae BB579 growth, OD615, 48 h | inhibition, % at 10 µM | AID 804;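 active means inhibition above a set limit, 3 SD over the mean compound inhibition, cut at about 44% in these data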; further: inactives centre near -24
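System: Saccharomyces cerevisiae DeaD strain BB579, replicative lifespan model yeast. Buffer or medium: restrictive glucose-based CSMM-D medium. Doses: one dose, 10 µM compound with 0.25% DMSO. Timing: 4 h preincubation and 48 h exposure at 30 °C. Detection: turbidity as optical density at 615 nm. Benchmarks: amphotericin B 10 µg/mL, positive.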
MRP1 act: activates MRP-1; H69AR cells + doxorubicin, viability rescue, CellTiter-Glo; viability increase, % at 10 µM; actives 0.61% (n = 140,000); AID 799;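 active means viability gain under doxorubicin at or above a set limit, the compound median plus 3 SD, cut at about 4.7% in these data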;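 further: MRP-1 overexpressing cells given doxorubicin 25 µM after compound pretreatment; 18-22 h compound pretreatment then 72 h with doxorubicin before readout; 0% = doxorubicin-only wells and 100% = vehicle-treated cells without doxorubicin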
GALR2 blocker: antagonists of human galanin receptor 2 (GALR2); O43603; GALR2-expressing cells, antagonist mode; inhibition, % at 4 µM; actives 0.39% (n = 140,000); AID 828; in the data active means inhibition above about 27%;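 further: cells stimulated with galanin 1-16 at roughly its EC80; 0% = agonist challenge control and 100% = basal control without agonist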
Target sequence (O43603 whole entry, looked up): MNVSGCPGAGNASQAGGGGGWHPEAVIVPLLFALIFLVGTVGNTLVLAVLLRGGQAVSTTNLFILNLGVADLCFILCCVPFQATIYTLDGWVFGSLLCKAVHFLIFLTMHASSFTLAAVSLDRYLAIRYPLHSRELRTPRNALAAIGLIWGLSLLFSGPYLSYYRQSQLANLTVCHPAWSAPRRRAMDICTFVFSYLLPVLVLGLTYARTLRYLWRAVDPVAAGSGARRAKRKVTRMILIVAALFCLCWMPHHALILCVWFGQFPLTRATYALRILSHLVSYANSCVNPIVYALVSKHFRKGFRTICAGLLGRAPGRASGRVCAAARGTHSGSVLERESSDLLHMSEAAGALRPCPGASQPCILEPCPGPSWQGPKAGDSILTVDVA
Phagocyt inh: blocks phagocytosis by macrophages | J774A.1 macrophage IgG-bead phagocytosis, imaging | inhibition, % at 5 µM | actives 0.07% (n = 110,000) | AID 1029;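 active means inhibition above the mean of the plate negative controls plus 5 SD, cut at about 13% in these data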;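 further: phagocytic index as fraction of beads internalized from green versus red external bead signal; plate controls were DMSO negative control for no effect and cytochalasin-D positive control for full effect; some results beyond the cut were filed as inactive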
Yeast lifespan up: yeast lifespan extension. AID 775. inhibition of the nicotinamide effect, % at 10 µM. S. cerevisiae growth with nicotinamide, OD615; deaD strain in restrictive glucose medium. actives 0.68% (n = 130,000);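 active means inhibition above a set limit, placed 3 SD over the median of all compounds, cut at about 26% in these data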;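 further: 0% = nicotinamide-treated wells and 100% = cells grown without nicotinamide; some compounds called inactive have numbers as strong as hits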
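Test system: DeaD-strain S. cerevisiae / Buffer or medium: restrictive glucose medium / Also added: nicotinamide 1.5 mM / Doses: one concentration, 10 µM, DMSO 0.25% / Schedule: 48 h at 30 °C / Signal: OD615 measurement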
The depositor's hits bear a star; / = no result given.

SMILES	NPY-Y2 antag	HCT116 bCat-KO	PTEN del growth	Measles CPE	E-sel TNF inh	Yeast growth inh	MRP1 act	GALR2 blocker	Phagocyt inh	Yeast lifespan up
Cc1cc(C)cc(N(C(=O)c2csnn2)C(C(=O)NC(C)(C)C)c2cccs2)c1 (centres undefined)	-1	90	88	36	-5	-14	-1.8	-6	/	-22
C/C(=N\OC(=O)c1ccc(F)cc1)c1nccs1	1	102	91	13	5	-24	-0.7	1	/	-36
Nc1cc(C(=O)c2ccccc2)ccc1N1CCOCC1	-1	84	90	9	-14	-23	-2.5	-3	/	/
COc1cc(NC(C(=O)Nc2cccc(C(C)=O)c2)c2ccccc2)cc(OC)c1OC (centres undefined)	-2	71	65	/	/	-17	-2.4	5	-5	2
COc1cccc(C2=CC(c3cc(OC)ccc3OC)n3nnnc3N2)c1 (centres undefined)	0	26	28	12	-11	-41	-6.7	-4	-3	-12
C=CCn1c(CCNC(=O)c2cccs2)nnc1SCC(=O)Nc1cccc(F)c1	2	92	84	10	21	-32	-1.9	-6	0	-4
COc1cc2c(cc1OC)C(c1ccccc1)=NCC2	0	89	88	4	-1	-26	-3.3	-1	-5	8
Cc1ccc(SCC(=O)n2nc(C)cc2C)cc1	6	96	101	18	/	-22	1.4	11	/	-4
O=c1c2ccccc2n2cnnc2n1-c1ccccc1	1	94	101	7	/	8	-0.2	-6	-1	-8
COC(=O)c1sc(NC(=O)c2ccco2)nc1C	2	90	86	10	-30	-25	-0.7	14	-1	-19
O=C(CSc1oc(-c2ccc(F)cc2)nc1S(=O)(=O)c1ccccc1)NCC1CCCO1 (centres undefined)	0	86	86	3	-11	-42	-3.3	1	/	-2
O=C(NCCc1csc(-c2cccnc2)n1)c1cccc2ccccc12	0	99	98	18	7	-23	-0.5	-3	0	-11

Shown as labelled records: part of the list above
C/C(=N\OC(=O)c1ccc(F)cc1)c1nccs1
  NPY-Y2 antag: 1
  HCT116 bCat-KO: 102
  PTEN del growth: 91
  Measles CPE: 13
  E-sel TNF inh: 5
  Yeast growth inh: -24
  MRP1 act: -0.7
  GALR2 blocker: 1
  Phagocyt inh: /
  Yeast lifespan up: -36

Nc1cc(C(=O)c2ccccc2)ccc1N1CCOCC1
  NPY-Y2 antag: -1
  HCT116 bCat-KO: 84
  PTEN del growth: 90
  Measles CPE: 9
  E-sel TNF inh: -14
  Yeast growth inh: -23
  MRP1 act: -2.5
  GALR2 blocker: -3
  Phagocyt inh: /
  Yeast lifespan up: /

The list continues:
SMILES	NPY-Y2 antag	HCT116 bCat-KO	PTEN del growth	Measles CPE	E-sel TNF inh	Yeast growth inh	MRP1 act	GALR2 blocker	Phagocyt inh	Yeast lifespan up
COc1ccc(-n2c(CCc3ccccc3)nnc2SCC(=O)c2ccc(Cl)cc2)cc1	8	73	58	13	15	-26	-2.1	-6	4	4
CCn1c(=O)c([N+](=O)[O-])c(N2CCOCC2)c2ccccc21	1	98	107	6	/	-17	-0.8	0	-2	3
NC(=NCCc1c[nH]c2ccccc12)NS(=O)(=O)c1ccc(F)cc1	1	72	79	17	/	-42	-2.7	0	-6	1
Cc1occc1C(=O)Nc1c(F)cc(F)cc1Br	1	96	98	7	4	-15	-0.5	-12	1	-5
COc1cccc(NC(=S)/C(=C(\[O-])c2ccc(C)c([N+](=O)[O-])c2)[n+]2ccccc2)c1	2	91	97	27	1	-37	-2.7	-3	-3	-29
CCOC(=O)c1ccc(CNC(=O)C2CCCCC2C(=O)OCC(F)(F)F)o1 (centres undefined)	5	92	87	8	/	-7	-2.8	-1	/	-25
O=C1CCN1C1(C(=O)NC2CCCCC2)CCCC1	1	89	100	15	/	-29	-1.2	4	-5	8
Cc1cccc(NC(=O)C(c2cccc([N+](=O)[O-])c2)N2CCCCC2)c1 (centres undefined)	17*	50	71	25	-8	-3	-0.2	-2	-1	-10
COc1ccc(C(C)NC(=O)c2ccc([N+](=O)[O-])cc2)cc1OC (centres undefined)	-1	96	93	16	/	-10	-0.5	4	-11	0
O=C(COc1ncnc2ccccc12)Nc1cccc(S(=O)(=O)N2CCOCC2)c1	0	94	97	11	-49	-32	-1.1	2	-10	-2
CCc1nc(C)cc(N)c1OCc1ccccc1	3	82	81	6	-21	-25	-2.4	-7	0	-8
COC(=O)c1cc2sccc2n1Cc1nc(-c2ccc(OC)cc2)oc1C	-2	79	90	11	-27	-49	-0.6	6	1	5
Fc1ccc2c(c1)[C@H]1OCC[C@H]1[C@@H](c1ccco1)N2	-2	92	91	22	-29	-26	-2.0	-3	/	15
CNC(=O)CN1C(=O)c2ccccc2S1(=O)=O	3	101	107	19	/	-47	-0.2	-10	0	-5
COc1cc(C(=O)Nc2ccc(S(=O)(=O)NC(C)C)cc2)cc(OC)c1OC	2	91	89	12	13	19	-3.7	10	-1	-3
O=C(Nc1nc(-c2cccnc2)cs1)c1ccc(S(=O)(=O)N2CCOCC2)cc1	1	61	55	8	17	-27	-6.8	3	0	-13
O=C(Nc1ccc(S(=O)(=O)N2CCc3ccccc3C2)cc1)C1CCCO1 (centres undefined)	0	70	83	3	19	-22	-0.9	-3	-1	-7
CCN(CC)CC(O)COc1ccc2c(c1)OCO2 (centres undefined)	4	95	91	6	/	-24	-1.5	-9	-1	-1
CCCCC(=O)NC1(C(F)(F)F)C(=O)Nc2c1c(=O)[nH]c(=O)n2Cc1ccco1 (centres undefined)	0	96	99	8	-6	-41	-0.6	7	/	-11
O=C(C1CCC(C(=O)N2CCc3ccccc32)CC1)N1CCc2ccccc21 (centres undefined)	1	95	108	12	-27	-13	1.1	3	1	-6
Cc1ccc(S(=O)(=O)CC(=O)c2ccccc2)cc1	2	106	95	9	18	-42	-0.1	-11	-3	-10
CN(CC(N)=O)S(=O)(=O)c1ccc(F)cc1	0	99	91	17	/	-19	0.3	-8	0	-5
COc1cccc(N=Nc2c(N)[nH]n3c(=O)cc(-c4ccccc4)nc23)c1	4	3.1*	12	6	-14	-47	-1.4	-6	/	0
C=CCn1c(CCNC(=O)c2cccs2)nnc1SCC(=O)c1ccc(Cl)cc1	2	87	88	5	38	-4	-0.1	-1	-1	-6
CCC(C)n1nccc1NC(=O)C(C)OC(=O)c1cc2ccccc2[nH]1 (centres undefined)	-1	66	73	15	-4	-20	-3.0	22	0	-23
CC1CN(C(=O)CSc2nc(-c3ccccc3)cs2)CC(C)O1 (centres undefined)	-2	100	89	22	6	-33	-1.7	11	/	-3
Cc1c([N+](=O)[O-])c(C(=O)Nc2ccc3c(c2)OCCO3)nn1C	1	85	92	7	30	-14	-1.0	-2	1	-9
CCCCn1c(NC(=O)c2ccccc2)c(C#N)c2nc3ccccc3nc21	-2	51	38	12	/	-33	-2.9	2	-2	1
O=C(Cn1c2ccccc2c(=O)c2ccccc21)Nc1cccc(F)c1	4	87	104	12	/	-20	-0.3	0	3	4
OC(COc1ccc2ccccc2c1Cl)CN1CCOCC1 (centres undefined)	3	94	102	1	/	-53	-0.9	2	-2	-14
Nc1ccc(C2(c3ccc(N)cc3)C(=O)Nc3ccccc32)cc1	-2	102	92	21	-20	-5	-2.3	1	/	-4
Cc1cc(C)c(NC(=S)N(Cc2cccnc2)Cc2ccco2)c(C)c1	1	79	74	5	18	-45	-1.3	5	-6	8
O=S(=O)(Nc1cccnc1)c1ccc(C2CCCCC2)cc1	2	80	70	3	-53	-10	-3.5	19	-1	-20
C=CCNc1nc(Cl)ncc1F	2	90	85	2	-16	-22	0.8	-11	-3	-2
COC(=O)c1sc(NC(=O)Cc2cccs2)nc1C	0	95	99	13	5	5	-0.1	-3	2	-18
CC(C)(C)N(Cc1ccccc1)C(=O)CSc1nnc(CNc2ccc(F)cc2)o1	-2	91	97	31	7	-28	1.3	-7	-1	-3
CCOP(=O)(OCC)C(NC(=O)Nc1ccccc1)C(N)=O (centres undefined)	0	94	100	12	/	5	0.4	-3	6	5
Cc1ccc(-n2c(Cc3cccs3)nnc2SCC(=O)OC(C)C)cc1	-2	92	98	15	-4	-68	0.3	-3	2	11
CCOC(=O)N1CCC2(CC1)C(C#N)=C(N)OC1=C2C(=O)CC(C)C1 (centres undefined)	1	84	96	4	-20	-26	-1.2	-18	0	0
COCCN1Cc2cccc(C(=O)N3CCN(c4cc(C)ccc4C)CC3)c2C1=O	7	84	72	23	-13	-14	0.0	-2	0	-7
N#Cc1ccccc1NC(=O)CC1c2ccccc2Oc2ccccc21	9	84	92	6	/	-52	-0.7	4	-4	-2
O=C(O)C1CSC2(CCN(Cc3ccccc3)CC2)N1 (centres undefined)	-2	92	87	7	2	10	-1.8	11	/	/
O=C(Nc1cccs1)Nc1c(F)c(F)cc(F)c1F	2	76	81	27	/	-18	-2.4	19	-19	1
CCS(=O)(=O)c1ccc2c(c1)N(S(=O)(=O)c1ccccc1)CC(C(=O)O)O2 (centres undefined)	-2	83	99	5	-5	-16	-1.8	-7	/	-29
Cc1ccc(CC2S/C(=C(/C#N)C(=O)N3CCOCC3)N(c3ccccc3)C2=O)cc1 (centres undefined)	4	99	100	20	-4	-36	7.1*	-10	0	6
C[N+]12CCCCC1C(COC(=O)c1ccc3c(c1)OCO3)CCC2 (centres undefined)	-1	85	86	7	9	1	-2.1	-8	-2	-7
O=c1c(Oc2ccccc2Br)c(C(F)(F)F)oc2c(CN3CCCC3)c(O)ccc12	1	88	71	9	-60	-10	-2.1	9	/	-9
CCOC(=O)C1=NN(c2ccc(C)cc2)C2(S1)SC(C(C)=O)=C(C)N2c1ccccc1 (centres undefined)	7	15	30	4	-20	-48	2.5	-7	/	-2
O=C(Nc1ccc2c(c1)CCC2)C1CCN(c2c3c(nc4ncnn24)CCC3)CC1	-1	34	52	8	6	-18	-1.8	-2	-2	-2
COc1cccc(-c2nc(CS(=O)(=O)CC(=O)N3CCN(C4CCCCC4)CC3)c(C)o2)c1	7	86	98	11	-15	-57	-0.8	-1	0	-3
Cc1cccc(/C=N/NC(=O)c2cc3c(s2)-c2ccccc2CC3)c1	5	63	48	7	22	-72	-1.1	-6	4	-17
CC(C)(C)c1cc(C(=O)O)c(CN2CCCCC2)o1	1	91	99	19	24	-41	-0.2	-1	/	-4
COc1ccc2nc(C)cc(SCC(=O)NNC(=O)COc3cccc4ccccc34)c2c1	1	82	90	10	/	-7	-2.6	-10	-7	2
CCOCCn1c(CN2CCN(CC)CC2)nc2c1c(=O)n(C)c(=O)n2C	2	82	96	8	14	-28	-1.5	-7	/	3
Cc1ccc(NC(=O)N(Cc2cccs2)Cc2cc3cc4c(cc3[nH]c2=O)OCO4)cc1	1	66	65	4	/	-14	1.9	-7	-10	2
CCOc1cc(S(=O)(=O)NCC2OCCc3ccccc32)c(OCC)cc1-n1cnnn1 (centres undefined)	2	102	102	26	/	-37	-1.1	6	/	-4
O=C(Nc1ccc2nc(-c3cccs3)[nH]c2c1)c1ccco1	2	86	96	11	-10	-45	-1.2	10	/	-7
CCOC(=O)c1nn(-c2cccc(OC)c2)c2nc(CC)c(C#N)c(=O)n12	8	90	94	3	/	-30	-0.6	0	-4	4
O=C(NCc1ccco1)C1CC(c2c(Cl)cccc2Cl)=NO1 (centres undefined)	1	95	96	25	19	-6	-3.9	2	/	-32

From PubChem BioAssay
